Screening data (PubChem)
Growth percent in the NCI-60 one-dose screen (48 h, 10 µM unless noted): 100 = growth as untreated, 0 = no growth, -100 = all killed.
BT-549: BT-549 breast cancer. actives 4.4% (n = 78,000)
MDA-MB-468: MDA-MB-468 breast cancer; actives 8.5% (n = 78,000); AID 2202374
MCF7: MCF7 breast cancer; actives 6.3% (n = 82,000); AID 1794796
LOX IMVI: LOX IMVI melanoma; AID 1794757; actives 7.4% (n = 79,000)
MALME-3M: MALME-3M melanoma | actives 5.8% (n = 78,000) | AID 1794766
T-47D: T-47D breast cancer | actives 5% (n = 79,000)
MDA-MB-231: MDA-MB-231 breast cancer | actives 5% (n = 81,000) | AID 1794789
HS 578T: HS 578T breast cancer. actives 4.1% (n = 78,000)
* = called active by the depositor; . = no result given; & = joins results of further samples. Rule for the calls: active = growth percent below 10; inactive = the rest.

Start of the listing, in advance, two compounds:
SMILES	BT-549	MDA-MB-468	MCF7	LOX IMVI	MALME-3M	T-47D	MDA-MB-231	HS 578T
Clc1cccc(Nc2ncnc3ccc(-c4cncc(-n5cnnn5)c4)cc23)c1	45	-32*	68	70	88	45	67	67
COC(=O)/C=C1/SC(=NCc2ccccc2)N(CCc2c[nH]c3ccccc23)C1=O	67	81	48	71	108	53	91	80

All compounds of this part, from the first entry:
SMILES	BT-549	MDA-MB-468	MCF7	LOX IMVI	MALME-3M	T-47D	MDA-MB-231	HS 578T
Clc1cccc(Nc2ncnc3ccc(-c4cncc(-n5cnnn5)c4)cc23)c1	45	-32*	68	70	88	45	67	67
COC(=O)/C=C1/SC(=NCc2ccccc2)N(CCc2c[nH]c3ccccc23)C1=O	67	81	48	71	108	53	91	80
O=S(=O)(Nc1ccc(C2=NCCN2)cc1)c1cccc(S(=O)(=O)Nc2ccc(C3=NCCN3)cc2)c1	99	102	92	95	101	104	114	112
CCOc1nc(-c2ccccc2)cc2c(O)c(C(=O)N/N=C/c3ccc(N(C)C)cc3)[nH]c(=O)c12	125	158	93	98	135	218	99	94
NNC(=O)Oc1cccc2ccccc12	103	101	100	90	100	72	62	90
Cc1ccc(OCc2occc2C(=O)Nc2ccc(S(N)(=O)=O)cc2)cc1	85	106	90	.	94	101	80	99
CCCCCCc1cn(CC(=O)Nc2nc3ccccc3s2)nn1	103	103	92	91	95	108	95	108
COc1cc(CNC(=O)Cc2ccccc2)ccc1OCc1cn(-c2ccc(Cl)cc2)nn1	96	94	89	99	102	85	93	81
c1ccc(C[Si](Cc2ccccc2)(Cc2ccccc2)Cc2ccccc2)cc1	114	60	83	88	101	69	103	116
CCCCCCCCCCCCCCCCCC(=O)NC[n+]1ccccc1	90	113	103	97	97	99	107	106
O=C(OCC1CCCO1)c1ccccc1 (stereo unspecified)	103	122	96	107	105	105	99	103
O=C(O)c1cccc(-c2nc(N3CCOCC3)c3ccccc3n2)c1	91	85	98	96	92	91	100	96
N#Cc1c(N)c(C(=O)c2ccc3c(c2)OCCO3)n2c1CCCC2	53	35	18	32	-8.5*	29	52	36
CC(C)n1cc(/C=N\N=C2\C(=O)Nc3ccccc32)c2ccccc21	107	100	90	93	102	87	90	95
Cc1ccc2c(C3NNC(=S)N3)cc(=O)oc2c1C (stereo unspecified)	99	122	95	95	105	91	101	96
O=C1Nc2ccccc2/C1=C/c1cn(-c2nc(N3CCCCC3)nc(N3CCOCC3)n2)c2ccccc12	115	107	94	93	128	108	94	108
COc1ccc2c(c1)c(-c1nc(N)nnc1-c1c[nH]c3ccccc13)cn2C	49	-9.6*	15	33	37	41	46	35
C#CCOc1cc(N(CC)CC)ccc1C(C(=O)NC(C)(C)C)N(C(=O)C1CCc2cc(F)ccc2O1)c1ccccc1 (stereo unspecified)	121	79	61	71	97	90	104	100
C#CCN(Cc1ccccc1OC)Cc1ccccc1S(=O)c1ccccc1 (stereo unspecified)	90	54	84	86	103	58	81	95
CC1NC(C)c2c(ccc3ccccc23)O1 (stereo unspecified)	103&98	124&108	109&101	90&105	74&98	108	126&95	93&108

Entries of single compounds, looked up by structure:
Record of `COc1cc(CNC(=O)Cc2ccccc2)ccc1OCc1cn(-c2ccc(Cl)cc2)nn1` : BT-549 = 96; MDA-MB-468 = 94; MCF7 = 89; LOX IMVI = 99; MALME-3M = 102; T-47D = 85; MDA-MB-231 = 93; HS 578T = 81
Record of `CCCCCCCCCCCCCCCCCC(=O)NC[n+]1ccccc1` : BT-549 = 90; MDA-MB-468 = 113; MCF7 = 103; LOX IMVI = 97; MALME-3M = 97; T-47D = 99; MDA-MB-231 = 107; HS 578T = 106
Record of `Cc1ccc(OCc2occc2C(=O)Nc2ccc(S(N)(=O)=O)cc2)cc1` : BT-549 = 85; MDA-MB-468 = 106; MCF7 = 90; LOX IMVI = .; MALME-3M = 94; T-47D = 101; MDA-MB-231 = 80; HS 578T = 99

Reprinted at random: 4 compounds from above.
SMILES	BT-549	MDA-MB-468	MCF7	LOX IMVI	MALME-3M	T-47D	MDA-MB-231	HS 578T
c1ccc(C[Si](Cc2ccccc2)(Cc2ccccc2)Cc2ccccc2)cc1	114	60	83	88	101	69	103	116
C#CCOc1cc(N(CC)CC)ccc1C(C(=O)NC(C)(C)C)N(C(=O)C1CCc2cc(F)ccc2O1)c1ccccc1 (stereo unspecified)	121	79	61	71	97	90	104	100
Cc1ccc2c(C3NNC(=S)N3)cc(=O)oc2c1C (stereo unspecified)	99	122	95	95	105	91	101	96
COC(=O)/C=C1/SC(=NCc2ccccc2)N(CCc2c[nH]c3ccccc23)C1=O	67	81	48	71	108	53	91	80

(list continues)
SMILES	BT-549	MDA-MB-468	MCF7	LOX IMVI	MALME-3M	T-47D	MDA-MB-231	HS 578T
CCN(CC)CCCC(C)NC(=S)N/N=C(\C)c1ccccn1 (stereo unspecified)	65	-7.9*	26	39	33	57	37	93
COc1ccc(-c2cc(-c3ccc(OCc4nc5ccccc5[nH]4)cc3)nc(N)n2)cc1	65	31	62	85	90	50	80	97
Cc1ccc(/C=N/Nc2nc3c([nH]2)c(=O)n(C)c(=O)n3C)cc1	105&104	117&100	100&103	112&121	75&119	115&96	119&107	108&137
O=C(N=Nc1c(O)[nH]c2ccccc12)c1cc(-c2ccc(Cl)cc2)nc2ccccc12	97	93	92	98	104	99	90	89
Oc1ccc(/C=N/Nc2nnc(N/N=C/c3ccc(O)cc3O)c3ccccc23)c(O)c1	-24*	-47*	-57*	-51*	-5.9*	-53*	-14*	-77*
CCCCCCC1(C)OCC(C)(C)CO1	109	102	102	97	110	106	111	107
CCN(CC)Cc1ccc(NC(C(=O)c2ccccc2)c2ccccc2)cc1 (stereo unspecified)	90	99	89	92	108	.	99	92
C=C(C)[C@@H]1CC[C@]2(C#N)CC[C@]3(C)[C@H](CC[C@@H]4[C@@]5(C)C/C(=C/c6ccco6)C(=O)C(C)(C)[C@@H]5CC[C@]43C)[C@@H]12	110	106	99	102	72	82	93	100
CC1=CN2C(=NC3=C(CCC/C3=C\c3ccc(Cl)cc3)C2c2ccc(Cl)cc2)S1 (stereo unspecified)	110	99	69	85	96	84	91	105
Cc1cc2nc3c4ccccc4n(CC(=O)O)c3nc2cc1C	94	80	55	.	88	83	95	99
OCCN1CCN(CCO)CC1	102&89&110	105&103&107	107&95&96	111&93&93	107&97&105	118&86&90	114&107&106	112&99&106
C=CCOC(=O)C1=C(C)NC(=O)NC1c1c(Cl)n(C)c2ccccc12 (stereo unspecified)	99	106	95	102	105	92	96	99
Nc1cccc(CC(=S)N2CCOCC2)c1	.	94	95	98	109	94	98	103
O=S(=O)(O)C1(O)CCc2ccccc2C1 (stereo unspecified)	104	96	86	101	91	98	93	93
COc1c(C=O)c(O)cc2oc(-c3ccc(Cl)cc3)cc(=O)c12	99	123	102	96	115	116	93	108
CCOC(=O)C1=C(C)N2c3ccccc3-c3ccnn3C2CC1 (stereo unspecified)	100	98	100	87	95	87	84	101
Fc1ccc(C2CC(c3cccc(Nc4ccncc4)c3)=NN2c2cc(Cl)cc(Cl)c2)cc1 (stereo unspecified)	104	38	-26*	-83*	15	75	61	58
C=CCOC(=O)Oc1c(Cl)c(Cl)c(OC(=O)OCC=C)c(Cl)c1Cl	105	92	86	100	103	103	94	102
Cc1ccc(-c2csc(=N)n2CC(=O)N2CCN(C)CC2)cc1	115	99	93	89	128	82	83	101
COc1cccc(-c2nn(-c3ccccc3)cc2-c2ccnc(N3CCN(C(=O)Nc4cc(C(F)(F)F)cc(C(F)(F)F)c4)CC3)c2)c1	75	42	37	50	61	35	63	73

Copied from the list.
O=S(=O)(O)C1(O)CCc2ccccc2C1 (stereo unspecified) in MDA-MB-468 → 96
COc1c(C=O)c(O)cc2oc(-c3ccc(Cl)cc3)cc(=O)c12 in MALME-3M → 115

Remaining list, next part.
SMILES	BT-549	MDA-MB-468	MCF7	LOX IMVI	MALME-3M	T-47D	MDA-MB-231	HS 578T
Cc1c(Cl)ccc(O)c1C(=O)N[C@@H](Cc1c[nH]c2ccccc12)C(=O)O	72	95	91	89	104	83	99	95
CN(C)c1ccc(/C=C/C(=O)c2ccc(NC(N)=O)cc2)cc1	92	81	58	.	82	82	.	.
Cn1c(=O)c2nc(/C=C/c3ccccc3)c(=O)[nH]c2n(C)c1=S	110	103	94	101	105	104	105	107
O=S(=O)(Nc1ccc(Br)cc1)c1ccc(-c2cnc(C3CC3)o2)cc1	47	-12*	16	46	44	19	35	-8.0*
Cc1cc(C)cc(N=Nc2cc(Br)cc(Br)c2)c1	109	.	93	100	106	86	98	95
Cc1cc(-c2noc(C(F)(F)F)n2)ccc1N1CCN(c2cc(C(=O)N(C)C)no2)CC1	67	15	56	62	79	47	70	89
COc1ccc(-c2nnc(-c3ccc(OC)cc3)n2-c2cc(OC)c(OC)c(OC)c2)cc1	100	116	101	100	.	84	82	98
CCOC(=O)CC1=CSC2=NC3C(NN12)N(C)C(=O)N3C (stereo unspecified)	96	99	90	99	98	100	101	111
Nc1ncnc2c1ncn2Cc1nnc(CCC(=O)c2nc3ncccc3[nH]2)o1	99	82	96	89	98	99	93	93
N/C(=N\c1nc2c(Cl)cccc2s1)C(Cl)(Cl)Cl	111	23	49	62	104	42	76	80
CCC(O)(CC)C(C(=O)O)c1ccccc1 (stereo unspecified)	91	110	89	98	87	101	91	93
Cc1cc(N2CCCCC2)cc(C)c1-c1csc(NC(=O)c2ccncc2)n1	58	.	33	47	60	34	55	75
CC(O)CN1CCCC1 (stereo unspecified)	.	111	89	97	103	101	108	111
CCCCC1CCc2cccc3c(SCC(=O)N(C)c4cccc(Br)c4)cc[n+]1c23 (stereo unspecified)	116	103	96	104	106	100	106	110
O=C1NN=C2CCCCCC12 (stereo unspecified)	91	93	105	101	110	98	108	110
Cc1nc(NC(=O)COc2ccc(/C=C3\Cc4ccc(Cl)cc4C3=O)cc2)sc1C	328	112	89	73	238	109	94	139
Cc1ccc(NS(=O)(=O)c2ccccc2)cc1	100	113	93	98	105	107	117	104
O=NN(c1ccccc1)c1cccc2ccccc12	100	93	95	93	105	79	93	90
COC(=O)C(C)(C)C1Oc2ccc(C)cc2C(=O)/C1=C\O (stereo unspecified)	107	94	100	97	104	101	115	107
CC(=O)O[C@H]1CC[C@]2(C)[C@H]3CC=C4[C@@H]5CC(C)(C)CC[C@]5(C(=O)OCC(COC(=O)C(Cl)Cl)(COC(=O)C(Cl)Cl)NC(=O)C(Cl)Cl)CC[C@@]4(C)[C@]3(C)CC[C@H]2C1(C)C	75	59	42	66	83	33	83	84
CC(C)(Oc1ccc([N+](=O)[O-])cc1)C(=O)O	104	102	91	96	83	85	105	120
Cc1cc(N2CCCCCC2)nc(N2CCN(CC(=O)Nc3ccc4c(ccn4Cc4ccccc4)c3)CC2)n1	59	17	24	44	51	20	55	47
COC(=O)[C@]12CC[C@@H](C(=O)/C=C/c3cccnc3)[C@@H]1[C@H]1CC[C@@H]3[C@@]4(C)CC[C@H](O)C(C)(C)[C@@H]4CC[C@@]3(C)[C@]1(C)CC2	85	85	55	80	.	54	78	96
Cc1nc2c(nnn2-c2ccccc2)c2nc(-c3ccccc3)oc(=O)c12	105	110	92	98	115	.	109	107
COc1cc(-c2cnnn2-c2nonc2-n2cccc2)cc(OC)c1OC	96	92	97	90	94	84	112	106
O=Cc1ccc(Oc2nc(N3CCCCC3)nc(N3CCCCC3)n2)cc1	97	99	94	93	102	91	104	98
COc1cc(NC(=O)COc2cc(O)c3c(=O)cc(-c4ccccc4)oc3c2)cc(OC)c1	.	102	94	94	96	98	100	98
N#Cc1c(N)nc2c(nnn2-c2ccccc2Cl)c1N	97	109	86	102	108	76	80	89
O=C1CCN(CCCN2CCC(=O)NC2=S)C(=S)N1	120	94	99	96	94	97	116	111
Nc1ccc(C(=O)O)cc1[N+](=O)[O-]	97	107	94	93	107	76	117	103
CC(C)C(N)=Nc1ccc(Cl)c(Cl)c1	113	105	110	98	.	90	111	104
CC(CSc1n[nH]c(=S)s1)c1ccccc1 (stereo unspecified)	112	114	102	98	110	110	103	108
